Screening data deposited in PubChem by Broad Institute.
SIRT5 block: inhibitors of human sirtuin-5 desuccinylase | Purified SirT5, succinyl-peptide AMC, trypsin-coupled fluorescence | inhibition, % at 15 µM | actives 1.1% (n = 330,000); in the data active = inhibition above about 15%; inconclusive = no clear call, values can overlap the other calls
Target sequence (Q9NXA8 whole entry, looked up): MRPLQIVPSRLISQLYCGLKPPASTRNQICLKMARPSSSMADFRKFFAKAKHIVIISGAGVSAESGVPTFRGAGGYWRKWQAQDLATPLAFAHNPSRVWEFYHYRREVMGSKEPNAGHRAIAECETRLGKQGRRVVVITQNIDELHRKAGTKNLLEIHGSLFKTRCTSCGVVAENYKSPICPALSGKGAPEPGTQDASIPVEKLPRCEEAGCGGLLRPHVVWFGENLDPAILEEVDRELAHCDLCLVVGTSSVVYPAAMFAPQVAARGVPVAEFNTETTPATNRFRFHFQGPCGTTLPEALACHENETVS
C2C12 statin: suppression of simvastatin myotoxicity. C2C12 myotubes + simvastatin, ATP luminescence, 48 h; scaled: DMSO 0, geranylgeraniol control 100. actives 0.78% (n = 330,000). rescue of ATP level, % at 7.49 µM;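 active = mean ATP rescue above about 67%, or every replicate alone reaching that limit, limit read from the data, passing the limit was not always enough; inconclusive = no clear call, values can overlap the other calls; inactive = mean under the limit and some replicate under it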;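 also: myotubes were challenged with 10 µM simvastatin during compound exposure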
PglD inh: blocks C. jejuni PglD acetyltransferase activity; inhibition, % at 12.5 µM; AID 602405; actives 0.098% (n = 360,000); purified PglD enzyme, DTNB colorimetric CoA detection; in the data active = inhibition above about 16%, passing the limit was not always enough; inconclusive = no clear call, values can overlap the other calls; also: strong numbers were not always called active
ERp5 inh: blocks human ERp5 reductase activity on insulin | ERp5 insulin aggregation, absorbance 650 nm, 90 min | inhibition, % at 9.99 µM | AID 651711 | Q15084 | actives 0.05% (n = 350,000);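 active = mean replicate inhibition above about 25%, with every replicate also reaching it, limit read from the data, passing the limit was not always enough; inconclusive = only one of those two criteria met; inactive = neither criterion met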
Target sequence (Q15084 whole entry, looked up): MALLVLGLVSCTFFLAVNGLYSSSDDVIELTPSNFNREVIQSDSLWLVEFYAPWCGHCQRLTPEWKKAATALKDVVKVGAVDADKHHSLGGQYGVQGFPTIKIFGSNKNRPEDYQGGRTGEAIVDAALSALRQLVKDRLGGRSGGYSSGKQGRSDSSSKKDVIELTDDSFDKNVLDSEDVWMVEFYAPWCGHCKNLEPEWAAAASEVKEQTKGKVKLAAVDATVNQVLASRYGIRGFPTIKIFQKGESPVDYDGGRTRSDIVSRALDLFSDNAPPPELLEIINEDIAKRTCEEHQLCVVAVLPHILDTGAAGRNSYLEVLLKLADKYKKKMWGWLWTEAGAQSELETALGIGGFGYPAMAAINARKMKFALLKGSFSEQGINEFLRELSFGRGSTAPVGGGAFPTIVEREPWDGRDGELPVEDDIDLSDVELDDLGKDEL
E-selectin induc: E-selectin induction on HUVECs; HUVEC E-selectin immunofluorescence imaging; normalized: neutral wells 0, TNF-alpha wells 100; activation, % at 7.58 µM; actives 0.37% (n = 260,000);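 active = mean E-selectin-positive cell signal at least 10% of the positive control, reached in at least 60% of replicates, without over 20% cell loss; inconclusive = no rule given, readout overlaps actives, possibly toxicity-flagged; inactive = the rest, including those meeting only one limit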;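 also: in these data hits start at about 27%; measured in HUVEC primary endothelial cells; signal is the percent of cells scored E-selectin positive by PE staining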
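Test system – human umbilical vein endothelial cells (HUVEC), E-selectin induction · Input – 3,000 HUVEC seeded per well · Buffer or medium – EGM-2, gelatin · Compound dosing – single-point compound dose · Detection – immunofluorescence imaging · Measure – percent E-selectin-positive cells · Controls – TNF-alpha high, DMSO low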
DENV2 CPE: protects cells from dengue virus 2 cytopathic effect; actives 1.7% (n = 350,000); CPE inhibition, % at 9.99 µM; DENV2-infected cells, cytopathic effect rescue, plate reader; in the data active = CPE inhibition above about 20%, passing the limit was not always enough; inconclusive = no clear call, values can overlap the other calls; tested in BHK-21 cells;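 also: 0% = median of neutral control wells and 100% = median of positive control wells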
S100A4 inh HTS: inhibitors of human S100A4 binding to myosin IIA peptide; inhibition, % at 10.7 µM; AID 652163; S100A4/TAMRA-MyoIIA peptide fluorescence polarization; actives 0.14% (n = 360,000); P26447;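 active = mean inhibition of at least 70% across replicates, with every replicate also reaching that level; inconclusive = mean inhibition reaches 70% but some replicates fall short; inactive = mean inhibition below 70%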
Target sequence (P26447 whole entry, looked up): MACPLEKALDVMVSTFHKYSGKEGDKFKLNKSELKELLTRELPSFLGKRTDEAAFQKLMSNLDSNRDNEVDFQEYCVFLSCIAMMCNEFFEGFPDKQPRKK
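Compound dosing: one dose per compound; test system: human S100A4 monomer with TAMRA-labelled myosin IIA peptide; probe or stimulus: TAMRA-labelled myosin IIA heavy-chain peptide probe, 5 nM; medium: HEPES buffer with Ca2+, pH 7.2; schedule: 5 min incubation before reading; benchmarks: neutral control DMSO, positive control TFP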
* = called active by the depositor; ? = inconclusive; . = no result given.

Field names: A = SIRT5 block; B = C2C12 statin; C = PglD inh; D = ERp5 inh; E = E-selectin induc; F = DENV2 CPE; G = S100A4 inh HTS
smiles: COC(=O)Cc1ccc(OC(=O)c2cccc(S(=O)(=O)N3CCN(C)CC3)c2)cc1
  A: -2; B: .; C: .; D: -6; E: -1.7; F: -7; G: -3

smiles: CC(=O)N1CCN(C(=S)NC(=O)C23CC4CC(CC(C4)C2)C3)CC1
  A: -3; B: .; C: .; D: 5; E: 2.4; F: -1; G: -2

smiles: CCCNC(=O)C1(C)CCN(C(=O)C2(c3ccc(Cl)cc3)CCCC2)C1 (stereo not given)
  A: .; B: 3; C: 2; D: -3; E: -0.2; F: 0; G: 4

smiles: CCC1(CC)NC(=O)N(CC(=O)Nc2ccc(C)cc2C)C1=O
  A: -4; B: -4; C: 0; D: -10; E: .; F: -4; G: -4

smiles: NC(=O)c1ccc(NC(=O)CSc2cn(CC(=O)N3CCOCC3)c3ccccc23)cc1
  A: -4; B: 4; C: -5; D: -15; E: .; F: -9; G: 2

smiles: COc1ccc(NC(=O)CSc2nnnn2C2CC3C=CC2C3)cc1 (stereo not given)
  A: -2; B: -3; C: .; D: 0; E: -0.1; F: -5; G: -1

smiles: C[C@H]1CCCCO[C@H](CN(C)CC2CC2)[C@@H](C)CN([C@@H](C)CO)C(=O)c2cc(NC(=O)Nc3ccc4c(c3)OCO4)ccc2O1
  A: 3; B: .; C: -1; D: -2; E: 3.8; F: 9; G: 6

smiles: CO[C@@H]1CN(C)C(=O)c2ccc(NS(C)(=O)=O)cc2OC[C@H](C)NC[C@H]1C
  A: -3; B: -2; C: 2; D: 1; E: 1.5; F: ?; G: -3

smiles: c1cncc(COC2CCCN(Cc3nc(-c4cccs4)no3)C2)c1 (stereo not given)
  A: -8; B: .; C: .; D: 4; E: .; F: 1; G: -2

smiles: COc1cccc(C(Nc2ccccc2)c2ccc3ccc(C)nc3c2O)c1 (stereo not given)
  A: .; B: .; C: .; D: 0; E: 0.4; F: -3; G: -6

smiles: CCOC(=O)c1c(NC(=O)CN2C(=O)NC(C)(c3ccc(OC(F)F)cc3)C2=O)sc(C)c1C (stereo not given)
  A: -3; B: -7; C: .; D: 2; E: .; F: 2; G: -2

smiles: C=CCN1C(=O)/C(=C2/Sc3ccc(OC)cc3N2C)SC1=Nc1ccccc1
  A: 1; B: .; C: .; D: -4; E: 1.3; F: -5; G: 4

smiles: COC(=O)c1cc(C)sc1NC(=O)CCc1ccccc1
  A: 2; B: -6; C: 8; D: -2; E: 0.5; F: -4; G: -5

smiles: O=C(Nc1ccc(C(=O)N2CCOCC2)cc1)c1cc(-c2cccnc2)nc2ccc(Cl)cc12
  A: 2; B: 3; C: 2; D: 3; E: .; F: 1; G: 4

smiles: O=C(Nc1ccccc1F)c1nc[nH]c1C(=O)NCc1ccccc1
  A: 0; B: 10; C: 4; D: 4; E: -0.1; F: -8; G: 2

smiles: CN(Cc1ccc(F)cc1)S(=O)(=O)c1nnc(NC(=O)c2ccccc2Br)s1
  A: 5; B: -1; C: -3; D: 0; E: 0.8; F: 1; G: -8

smiles: Cc1ccc(Oc2ccccc2NC(=O)CN2C(=O)NC3(CCCC3)C2=O)cc1
  A: -4; B: 7; C: 5; D: 0; E: 0.2; F: .; G: 1

smiles: O=C(Nc1ccc2oc(-c3ccccc3F)nc2c1)c1ccc([N+](=O)[O-])o1
  A: -1; B: 20; C: -4; D: 5; E: .; F: 2; G: 12

smiles: CCCC(=O)Nc1ccc2c(c1)OC[C@@H](C)N(C(=O)C1CCCC1)C[C@@H](C)[C@H](OC)CN(C)C2=O
  A: .; B: 10; C: 0; D: 0; E: -0.3; F: -13; G: 14

smiles: COc1ccc(CN(C)C[C@H]2Oc3ccc(NS(C)(=O)=O)cc3C(=O)N([C@@H](C)CO)C[C@H]2C)cc1
  A: 1; B: -5; C: 0; D: 0; E: -8.0; F: -17; G: 2

smiles: COCC(C)n1c(SCC(=O)N2CC(=O)Nc3ccccc32)nc2ccccc2c1=O (stereo not given)
  A: 4; B: -4; C: 3; D: 0; E: 0.7; F: 4; G: 15

smiles: CC(C)(C)C(=O)NCCN1C(=O)S/C(=C\c2ccc([N+](=O)[O-])cc2)C1=O
  A: 2; B: 5; C: .; D: -3; E: .; F: -3; G: 3

smiles: Cn1c(SCC(=O)N2c3ccccc3Sc3ccccc32)nc2ccccc21
  A: 0; B: .; C: .; D: 14; E: -3.0; F: 7; G: 3

smiles: CCN(C(=O)CSc1nnc(-c2ccncc2)n1Cc1ccccc1)C1CCS(=O)(=O)C1 (stereo not given)
  A: -2; B: 0; C: 5; D: 6; E: 0.5; F: -9; G: 0

smiles: Cc1ccc(C2=NN=C(NC(=O)C(F)(F)F)SC2)cc1
  A: -3; B: 13; C: 6; D: -5; E: 3.3; F: -1; G: -1

smiles: COc1ccc(/C=C/CN2CCCC(C(=O)c3ccc(OC)c(F)c3)C2)cc1 (stereo not given)
  A: -5; B: -8; C: -7; D: -7; E: 0.2; F: -4; G: -5

smiles: CC(=O)NC(c1ccc(F)c(F)c1)c1nc(-c2cccc(C(F)(F)F)c2)cs1 (stereo not given)
  A: .; B: 12; C: -6; D: -2; E: 0.3; F: -3; G: -1

smiles: CC(C)NC(=O)Nc1ccc2c(c1)CC(=O)N([C@@H](C)CO)C[C@H](C)[C@@H](CN(C)Cc1ccccc1)O2
  A: -18; B: -6; C: 6; D: 9; E: -0.2; F: -12; G: 2

smiles: CC1(C(=O)NS(=O)(=O)c2ccc(C#N)cc2)CCN1C(=O)Cc1cc(F)ccc1F (stereo not given)
  A: .; B: -1; C: 2; D: 2; E: 0.0; F: 3; G: -6

smiles: O=C(CSc1nnc(-c2ccccc2)n1CC1CCCO1)N1CCCC1 (stereo not given)
  A: -4; B: -1; C: .; D: 3; E: .; F: 2; G: -1

smiles: CCc1nn(CC(=O)NCCc2ccc(OC)cc2OC)c(=O)c2cc3occc3n12
  A: -1; B: 9; C: -4; D: -1; E: 1.9; F: 0; G: -3

smiles: CO[C@@H]1CN(C)C(=O)c2ccc(NC(=O)C3CCCC3)cc2OC[C@H](C)N(CCC(F)(F)F)C[C@@H]1C
  A: 6; B: 16; C: 1; D: 2; E: 0.0; F: 6; G: -4

smiles: CN(C(=S)NC(=O)c1ccc(F)cc1)C1CCCCC1
  A: -5; B: -7; C: -1; D: -2; E: 0.3; F: 9; G: -6

smiles: COc1ccc(S(=O)(=O)NC(C)C(=O)NCc2ccccn2)cc1Cl (stereo not given)
  A: 1; B: 17; C: -4; D: 2; E: .; F: -3; G: 0

smiles: Cc1ccc(OCC(=O)NCCNC(=O)c2ccc(C)nc2)cc1
  A: .; B: 19; C: 0; D: -3; E: -0.1; F: 19; G: 2

smiles: Cc1ccccc1S(=O)(=O)N1[C@@H]2CNC[C@H]1[C@@H]2c1ccc(-c2ccc(C#N)cc2)cc1
  A: -5; B: .; C: .; D: -2; E: -0.1; F: -12; G: -3

smiles: COc1ccc(CNC(=O)[C@H](C)NC(=O)N2CCn3c2nc2ccccc23)cc1
  A: -1; B: 4; C: -2; D: 2; E: -0.3; F: 0; G: -17

smiles: COc1cccc(/C(C)=N/Nc2ccc(S(=O)(=O)N3CCCCC3)cn2)c1
  A: 0; B: -18; C: 0; D: 1; E: 0.0; F: .; G: 2

smiles: C[C@H](CO)N1C[C@H](C)[C@@H](CN(C)CC2CCOCC2)Oc2cc(C#Cc3cccnc3)ccc2S1(=O)=O
  A: 2; B: -47; C: -1; D: 3; E: -0.7; F: ?; G: 1

smiles: O=C(NO)c1ccccc1O
  A: 1; B: 6; C: -1; D: -5; E: -0.1; F: 8; G: 4

smiles: C[C@H]1CN([C@@H](C)CO)C(=O)c2cc(NC(=O)Cc3ccccc3)ccc2O[C@@H]1CN(C)C(=O)Nc1ccc(C(F)(F)F)cc1
  A: 5; B: -23; C: 5; D: -1; E: -2.3; F: 5; G: 5

smiles: O=C(C[C@@H]1CC[C@H]2[C@@H](COC[C@H](O)CN2C(=O)c2ccccc2F)O1)NCc1ccc(F)cc1
  A: 2; B: 8; C: 3; D: 3; E: 0.0; F: 13; G: -47

smiles: CSc1ccccc1OCc1cc(C(=O)N2CCN(C3CCCC3)C(=O)C2)no1
  A: 2; B: .; C: 3; D: -6; E: 6.3; F: -3; G: 3

smiles: CCOC(=O)C1=C(C)N(c2ccccc2)C(=O)/C1=C\c1ccc(O)c(OC)c1
  A: 3; B: 40; C: -6; D: -12; E: 3.7; F: -4; G: -2

smiles: c1ccc(-c2nn3c(-c4ccccc4)nnc3o2)cc1
  A: -3; B: 10; C: -3; D: 14; E: 1.2; F: -9; G: -3

smiles: CC1CCN(C(=S)c2cccc([N+](=O)[O-])c2)CC1
  A: -2; B: .; C: .; D: -8; E: .; F: 6; G: -7

smiles: Cc1ccc(S(=O)(=O)N(C)C[C@@H]2OCCCC[C@H](C)Oc3ccc(NS(=O)(=O)c4c(C)noc4C)cc3C(=O)N([C@@H](C)CO)C[C@@H]2C)cc1
  A: 13; B: .; C: -4; D: 8; E: .; F: 81*; G: -1

smiles: CC(C)(C)S(=O)(=O)c1cnc(N2CCCCC2)nc1N
  A: -6; B: .; C: .; D: 2; E: 0.0; F: 5; G: 7

smiles: COc1ccc(CN2C(=O)CCCC2(C)c2nc3ccccc3[nH]2)cc1 (stereo not given)
  A: -4; B: .; C: .; D: -2; E: -1.5; F: -9; G: -3

smiles: OC[C@@H]1[C@@H](c2ccc(-c3cccnc3)cc2)[C@@H]2CN(CC3CC3)CCCCN12
  A: 8; B: 17; C: 1; D: -4; E: -0.2; F: 3; G: -9

Pulled one by one from the list above, 5 records:
Field names: A = SIRT5 block; B = C2C12 statin; C = PglD inh; D = ERp5 inh; E = E-selectin induc; F = DENV2 CPE; G = S100A4 inh HTS
smiles: CCCC(=O)Nc1ccc2c(c1)OC[C@@H](C)N(C(=O)C1CCCC1)C[C@@H](C)[C@H](OC)CN(C)C2=O
  A: .; B: 10; C: 0; D: 0; E: -0.3; F: -13; G: 14

smiles: O=C(Nc1ccccc1F)c1nc[nH]c1C(=O)NCc1ccccc1
  A: 0; B: 10; C: 4; D: 4; E: -0.1; F: -8; G: 2

smiles: CCOC(=O)C1=C(C)N(c2ccccc2)C(=O)/C1=C\c1ccc(O)c(OC)c1
  A: 3; B: 40; C: -6; D: -12; E: 3.7; F: -4; G: -2

smiles: O=C(C[C@@H]1CC[C@H]2[C@@H](COC[C@H](O)CN2C(=O)c2ccccc2F)O1)NCc1ccc(F)cc1
  A: 2; B: 8; C: 3; D: 3; E: 0.0; F: 13; G: -47

smiles: Cn1c(SCC(=O)N2c3ccccc3Sc3ccccc32)nc2ccccc21
  A: 0; B: .; C: .; D: 14; E: -3.0; F: 7; G: 3

An excerpt, so the mix of outcomes need not match the whole.
